Runt-CBFb FRET = Runt domain-CBFb interaction inhibition | Q01196+Q13951 | inhibition, % at 20 µM | AID 1496 | Cerulean-Runt/Venus-CBFb FRET ratio 530/480, 1 h | 220,000 tested, 0.46% active;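 active means inhibition over about 50% at 20 µM in the single-dose screen, limit read from the data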;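 further: 0% = DMSO wells and 100% = excess unlabeled CBFb competitor control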
Target sequence (Q01196 whole entry, looked up, the tested form may be a part): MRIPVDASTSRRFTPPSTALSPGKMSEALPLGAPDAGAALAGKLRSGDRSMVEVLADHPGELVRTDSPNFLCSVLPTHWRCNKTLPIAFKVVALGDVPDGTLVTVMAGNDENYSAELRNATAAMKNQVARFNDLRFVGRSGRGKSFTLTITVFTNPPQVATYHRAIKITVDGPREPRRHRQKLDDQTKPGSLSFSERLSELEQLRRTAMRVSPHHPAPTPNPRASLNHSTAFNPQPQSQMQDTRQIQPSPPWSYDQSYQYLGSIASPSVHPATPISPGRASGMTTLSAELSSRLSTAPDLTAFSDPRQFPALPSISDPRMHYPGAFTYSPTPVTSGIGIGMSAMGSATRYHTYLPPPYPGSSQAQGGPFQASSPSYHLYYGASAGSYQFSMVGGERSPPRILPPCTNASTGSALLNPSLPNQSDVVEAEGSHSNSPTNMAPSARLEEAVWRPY
Target sequence (Q13951 whole entry, looked up, the tested form may be a part): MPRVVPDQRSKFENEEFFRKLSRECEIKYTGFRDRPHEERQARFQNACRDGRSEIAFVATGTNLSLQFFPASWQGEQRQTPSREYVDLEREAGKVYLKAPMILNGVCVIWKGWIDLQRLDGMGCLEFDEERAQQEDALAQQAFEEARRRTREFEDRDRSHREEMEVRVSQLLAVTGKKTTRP
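test system = Cerulean-tagged RUNX1 Runt domain (FRET donor) fusion protein | reagent = Venus-CBFb binding partner, 100 nM | incubation = protein complex preformed 1 h, compound exposure 1 h, room temperature, dark | detection = FRET fluorescence | read-out basis = loss of energy transfer signal | controls = 5 µM unlabeled CBFb as full-inhibition high control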
FXIIa inh 1536 = inhibitors of human coagulation factor XIIa | P00748 | purified FXIIa, Boc-QGR-AMC fluorogenic substrate, 2 h | inhibition, % at 5 µM | 220,000 tested, 0.3% active | AID 800; in the data active means inhibition above about 40%;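 further: 0% = enzyme with no compound and 100% = blank without enzyme; many of its hits are not listed in these tables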
Runt-SMMHC FRET = blocks binding of human RUNX1 Runt domain to CBFb-SMMHC; 220,000 tested, 0.74% active; inhibition, % at 20 µM; Cerulean-Runt/Venus-CBFb-SMMHC FRET ratio 530/480, 1 h; AID 1434; Q01196+Q13951;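 active means mean inhibition across duplicate retests at 20 µM reaching about 50%, limit read from the data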;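 further: 0% = DMSO wells and 100% = wells with excess untagged CBFb-SMMHC; inhibitors lower the FRET ratio by blocking Runt binding to CBFb-SMMHC; some results filed as inactive read as strong as hits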
FXIa inh = blocks human coagulation factor XIa protease activity. P03951. purified FXIa, Boc-Glu-Ala-Arg-AMC fluorogenic substrate. inhibition, % at 5 µM. 220,000 tested, 0.14% active;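 active means inhibition of at least 40%; inactive means inhibition below 40%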;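 further: fluorescence of freed AMC excited at 355 nm; 0% = enzyme without compound and 100% = no enzyme blank; many of its hits are not listed in these tables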
14-3-3 Bad inh = disrupts binding of bovine 14-3-3 zeta to phospho-Bad peptide; P63103; TR-FRET 14-3-3zeta/Dy647-pBad peptide displacement, 1 h; inhibition, % at 21.7 µM; 220,000 tested, 0.71% active; AID 781;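 active means inhibition above about 70%, limit read from the data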;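 further: 0% = full 14-3-3 plus peptide FRET controls and 100% = background without 14-3-3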
Hck-Nef inh = blocks Nef-activated human Hck kinase | Recombinant Hck-YEEI plus Nef, Z-Lyte FRET kinase assay | P08631 | AID 463187 | inhibition, % at 20 µM | 220,000 tested, 0.68% active;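 active means Hck-Nef kinase inhibition above about 50%, limit read from the data; inactive means inhibition below that limit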;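 further: 0% = DMSO with Hck plus Nef and 100% = Hck alone without Nef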
hK5 inh = blocks human kallikrein 5 protease activity. Q9Y337. recombinant hK5, fluorogenic AMC substrate cleavage. inhibition, % at 5 µM. 210,000 tested, 0.59% active. AID 873;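 active means inhibition of 40% or more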;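 further: 0% = enzyme controls without compound and 100% = no-enzyme blanks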
Target sequence (Q9Y337 67-293 limits assumed): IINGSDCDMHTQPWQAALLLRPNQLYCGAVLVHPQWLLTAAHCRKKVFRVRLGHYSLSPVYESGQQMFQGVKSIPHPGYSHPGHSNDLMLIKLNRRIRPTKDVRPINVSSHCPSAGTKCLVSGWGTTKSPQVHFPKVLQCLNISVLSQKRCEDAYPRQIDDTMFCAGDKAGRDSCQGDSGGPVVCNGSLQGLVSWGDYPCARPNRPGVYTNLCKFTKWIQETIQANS
Thrombin inh = thrombin (human) inhibition. P00734. alpha-thrombin, Boc-VPR-AMC fluorogenic substrate cleavage. inhibition, % at 5 µM. 220,000 tested, 0.26% active. AID 1046;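 active means inhibition at or above 40%; inactive means inhibition below 40%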;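 further: 0% = enzyme with no compound and 100% = wells without enzyme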
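Material: Human alpha-thrombin protein | Buffer or medium: pH 7.5 Tris-saline with Tween 20 | Reagent: Boc-VPR-AMC substrate, 15 µM final | Schedule: Reaction at ambient temperature | Detection: AMC fluorescence at 355 nm excitation and 460 nm emission | Evaluation: Percent inhibition scaled between no-compound controls and no-enzyme blanks | Controls: no-compound enzyme wells and no-enzyme blanks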
Wee1 degr inh = human Wee1 degradation inhibition, primary screen; HeLa Luc-Wee1K328M stability, luciferase luminescence; 100% = proteasome inhibitor MG132 effect; reporter increase, % at 5 µM; P30291; 220,000 tested, 1.2% active;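 active means activation above the mean of all tested compounds plus 3 SD, set per screening run, cut at about 8.8% in these data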;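 further: cells exposed to compound for 20 h before luminescence read; 0% = DMSO alone and 100% = MG132 at 30 µM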
Starred values were filed as active, the others as inactive; [ ] = dose if it differs, or a comment.

CC1=C([N+](=O)[O-])C(c2ccccc2C(F)(F)F)NC(=O)N1C (stereo not drawn) was read as Runt-CBFb FRET 0, FXIIa inh 1536 11, Runt-SMMHC FRET 1, FXIa inh 1, 14-3-3 Bad inh -3, Hck-Nef inh 17, hK5 inh 3, Thrombin inh -10 and Wee1 degr inh 0.
For C=C(C)Cn1c(-c2cccs2)n[nH]c1=S the results were Runt-CBFb FRET 1, FXIIa inh 1536 6, Runt-SMMHC FRET 9, FXIa inh -5, 14-3-3 Bad inh -6, Hck-Nef inh 15, hK5 inh -2, Thrombin inh -6 and Wee1 degr inh -3.
`Cc1cc(NC(=O)Cn2c(C)nc3ccccc3c2=O)ccc1Br` gave Runt-CBFb FRET -1, FXIIa inh 1536 6, Runt-SMMHC FRET -2, FXIa inh -9, 14-3-3 Bad inh 4[fluorescence artefact?], Hck-Nef inh 2, hK5 inh -3, Thrombin inh -5 and Wee1 degr inh 0.
`CCOC(=O)CC/C(C)=N\N=C1\SC(CC(=O)O)C(=O)N1c1ccccc1` (stereo not drawn) gave Runt-CBFb FRET 2, FXIIa inh 1536 11, Runt-SMMHC FRET 1, FXIa inh 3, 14-3-3 Bad inh 2, Hck-Nef inh 8, hK5 inh 2, Thrombin inh -3 and Wee1 degr inh 0.
`CCOc1ccc(N2CC(C(=O)Nc3ccccc3F)CC2=O)cc1` (stereo not drawn) gave Runt-CBFb FRET 1, FXIIa inh 1536 20, Runt-SMMHC FRET -1, FXIa inh 6, 14-3-3 Bad inh -4, Hck-Nef inh 0, hK5 inh 4, Thrombin inh -1 and Wee1 degr inh 5.
C#CCSc1[nH]c(=O)cc(C)c1C#N was read as FXIIa inh 1536 4, FXIa inh -4, 14-3-3 Bad inh -1, Hck-Nef inh 26, hK5 inh -9, Thrombin inh -10 and Wee1 degr inh 0.
CCNC(=S)N1CCN(CC(=O)Nc2ccc(Br)cc2)CC1 was read as Runt-CBFb FRET 1, FXIIa inh 1536 3, Runt-SMMHC FRET -1, FXIa inh -3, 14-3-3 Bad inh 4[fluorescence artefact?], Hck-Nef inh -1, hK5 inh 0, Thrombin inh -11 and Wee1 degr inh -1.
For CCCCNC(=O)CSc1nc2n[nH]c(C)c2c(=N)n1-c1cccc(Cl)c1C the results were Runt-CBFb FRET -3, FXIIa inh 1536 14, Runt-SMMHC FRET 0, FXIa inh 9, 14-3-3 Bad inh -8, Hck-Nef inh -1, hK5 inh -8, Thrombin inh 1 and Wee1 degr inh 0.
`Cc1ccc(Nc2ncnc3sc(C)c(C)c23)cc1` gave Runt-CBFb FRET -2, FXIIa inh 1536 9, Runt-SMMHC FRET 1, FXIa inh 5, 14-3-3 Bad inh 2, Hck-Nef inh -9, hK5 inh -6, Thrombin inh 2 and Wee1 degr inh 6.
Screening CCOC(=O)N1CCN(CCC(=O)c2ccc(Cl)cc2)CC1 returned Runt-CBFb FRET 17, FXIIa inh 1536 22, Runt-SMMHC FRET 9, FXIa inh 19, 14-3-3 Bad inh 29[fluorescence artefact?], Hck-Nef inh -16, hK5 inh -23, Thrombin inh -2 and Wee1 degr inh -1.
For CC1CN=C(N(C(=O)Nc2ccccc2)c2ccc(S(=O)(=O)N3CCOCC3)cc2)S1 (stereo not drawn) the results were Runt-CBFb FRET 1, FXIIa inh 1536 -4, Runt-SMMHC FRET -7, FXIa inh -20, 14-3-3 Bad inh 1, Hck-Nef inh -1, hK5 inh -2, Thrombin inh -7 and Wee1 degr inh -1.
Screening O=C(COC(=O)c1cn(-c2ccccc2)nc1-c1cccnc1)NC1CC1 returned Runt-CBFb FRET 0, FXIIa inh 1536 10, Runt-SMMHC FRET -2, FXIa inh -8, 14-3-3 Bad inh -6, Hck-Nef inh 16, hK5 inh -4, Thrombin inh -23 and Wee1 degr inh 2.
For O=c1oc2ccccc2n1CCc1ccccc1 the results were Runt-CBFb FRET 2, FXIIa inh 1536 13, Runt-SMMHC FRET 7, FXIa inh 4, 14-3-3 Bad inh 4[fluorescence artefact?], Hck-Nef inh 1, hK5 inh -15, Thrombin inh 1 and Wee1 degr inh 3.
For Nc1nc(CSC(=S)N2CCOCC2)nc(Nc2ccc(F)cc2)n1 the results were Runt-CBFb FRET -1, FXIIa inh 1536 8, Runt-SMMHC FRET 3, FXIa inh 5, 14-3-3 Bad inh 12[fluorescence artefact?], Hck-Nef inh 0, hK5 inh 15, Thrombin inh 19 and Wee1 degr inh 0.
`Cc1ccc(S(=O)(=O)N2CCOCC2)c(C)c1-n1cnnn1` gave Runt-CBFb FRET 0, FXIIa inh 1536 14, Runt-SMMHC FRET -3, FXIa inh -1, 14-3-3 Bad inh 0[fluorescence artefact?], Hck-Nef inh 5, hK5 inh -3, Thrombin inh -3 and Wee1 degr inh 0.
For NS(=O)(=O)c1ccc(CNC(=O)/C=C/c2ccc(Cl)c(Cl)c2)cc1 the results were Runt-CBFb FRET 1, FXIIa inh 1536 1, Runt-SMMHC FRET -2, FXIa inh 0, 14-3-3 Bad inh 3, Hck-Nef inh 0, hK5 inh -9, Thrombin inh 5 and Wee1 degr inh -2.
`CCOC(=O)c1ccc2c(c1)NC(=O)C(N1CCN(c3ccc(OC)cc3)CC1)S2` (stereo not drawn) gave Runt-CBFb FRET -3, FXIIa inh 1536 1, Runt-SMMHC FRET -3, FXIa inh -10, 14-3-3 Bad inh 1[fluorescence artefact?], Hck-Nef inh -1, hK5 inh 23, Thrombin inh -4 and Wee1 degr inh -1.
Screening Cc1ccc(C(=O)Nc2cccnc2)cc1S(=O)(=O)N1CCCCC1 returned Runt-CBFb FRET 0, FXIIa inh 1536 7, Runt-SMMHC FRET -2, FXIa inh 2, 14-3-3 Bad inh -1, Hck-Nef inh 24, hK5 inh 5, Thrombin inh -6 and Wee1 degr inh -1.
O=C(CCC(=O)NNC(=O)COc1ccc(Br)cc1Br)NCc1ccccc1 was read as Runt-CBFb FRET -2, FXIIa inh 1536 10, Runt-SMMHC FRET 0, FXIa inh -1, 14-3-3 Bad inh -14, Hck-Nef inh 20, hK5 inh 0, Thrombin inh -11 and Wee1 degr inh -3.
OCCNc1nc(N2CCN(Cc3ccccc3)CC2)nc2ccccc12 was read as Runt-CBFb FRET -1, FXIIa inh 1536 7, Runt-SMMHC FRET 3, FXIa inh -3, 14-3-3 Bad inh 80*, Hck-Nef inh 1, hK5 inh -2, Thrombin inh 0 and Wee1 degr inh 1.
CCc1ccc(N2CC34C=CC(O3)C(C(=O)OC(C)C)C4C2=O)cc1 (stereo not drawn) was read as FXIIa inh 1536 14, Runt-SMMHC FRET 4, FXIa inh 3, 14-3-3 Bad inh 4[fluorescence artefact?], Hck-Nef inh 14, hK5 inh 2, Thrombin inh -3 and Wee1 degr inh -1.
CC(C)Oc1cccc(C(=O)C2CCCN(Cc3cnc(N4CCCC4)s3)C2)c1 (stereo not drawn) was read as Runt-CBFb FRET -4, FXIIa inh 1536 9, Runt-SMMHC FRET -2, FXIa inh 1, 14-3-3 Bad inh -4, Hck-Nef inh 19, hK5 inh 4, Thrombin inh -9 and Wee1 degr inh 4.
Screening Cc1ccc(OCC(=O)N/N=C/C=C/c2ccco2)cc1 returned Runt-CBFb FRET -1, FXIIa inh 1536 10, Runt-SMMHC FRET -13, FXIa inh -4, 14-3-3 Bad inh -6[fluorescence artefact?], Hck-Nef inh 5, hK5 inh -5, Thrombin inh -2 and Wee1 degr inh -1.
COc1ccc(S(=O)(=O)NCC(=O)Nc2cccc(C)c2C)cc1OC was read as Runt-CBFb FRET 1, FXIIa inh 1536 3, Runt-SMMHC FRET 1, FXIa inh -5, 14-3-3 Bad inh -11, Hck-Nef inh -3, hK5 inh -8, Thrombin inh -4 and Wee1 degr inh -3.
Screening NC(=O)C1Cc2ccccc2CN1S(=O)(=O)c1cccs1 (stereo not drawn) returned Runt-CBFb FRET -1, FXIIa inh 1536 7, Runt-SMMHC FRET 2, FXIa inh -2, 14-3-3 Bad inh -1, Hck-Nef inh 8, hK5 inh 1, Thrombin inh -5 and Wee1 degr inh 1.
Screening CCOC(=O)NC(=O)CSc1nnc(C)s1 returned Runt-CBFb FRET 3, FXIIa inh 1536 -13, Runt-SMMHC FRET 3, FXIa inh -12, 14-3-3 Bad inh 2, Hck-Nef inh -5, hK5 inh -5, Thrombin inh -10 and Wee1 degr inh -1.
`COCC(=O)NC1CCN(S(=O)(=O)c2cccc(C(C)=O)c2)CC1` gave Runt-CBFb FRET 1, FXIIa inh 1536 4, Runt-SMMHC FRET 3, FXIa inh -4, 14-3-3 Bad inh -5, Hck-Nef inh 23, hK5 inh 16, Thrombin inh -2 and Wee1 degr inh -2.
For CCOc1ccc2nc(SCc3ccc(OC)cc3)sc2c1 the results were Runt-CBFb FRET 0, FXIIa inh 1536 2, Runt-SMMHC FRET 1, FXIa inh 5, 14-3-3 Bad inh -1, Hck-Nef inh -1, hK5 inh -18, Thrombin inh -5 and Wee1 degr inh 0.
For Cc1ccc(-c2nc3cc(NS(=O)(=O)c4ccc(C)cc4)ccc3o2)cc1 the results were Runt-CBFb FRET 1, FXIIa inh 1536 14, Runt-SMMHC FRET -2, FXIa inh 1, 14-3-3 Bad inh -1, Hck-Nef inh -1, hK5 inh 3, Thrombin inh 6 and Wee1 degr inh 1.
CC(=O)Nc1ccc(NS(=O)(=O)c2ccccc2)cc1 was read as FXIIa inh 1536 1, Runt-SMMHC FRET 3, FXIa inh -3, 14-3-3 Bad inh 13, Hck-Nef inh -4, hK5 inh -16, Thrombin inh 3 and Wee1 degr inh 0.
Screening Cc1ccc(-c2cc(C(F)(F)F)n3nc(C(=O)Nc4ccon4)cc3n2)cc1C returned Runt-CBFb FRET 32, FXIIa inh 1536 2, Runt-SMMHC FRET 10, FXIa inh -1, 14-3-3 Bad inh 5, Hck-Nef inh 34, hK5 inh -3, Thrombin inh -2 and Wee1 degr inh -3.
`O=C(Nc1ccc(Cl)cc1)OCc1cc(-c2ccccc2)on1` gave Runt-CBFb FRET 0, FXIIa inh 1536 2, Runt-SMMHC FRET -4, FXIa inh -9, 14-3-3 Bad inh -8, Hck-Nef inh -1, hK5 inh -1, Thrombin inh -7 and Wee1 degr inh -5.
O=C1c2ccc(Oc3ccc([N+](=O)[O-])cc3)cc2C(=O)N1c1ccncc1 was read as Runt-CBFb FRET -2, FXIIa inh 1536 13, Runt-SMMHC FRET -2, FXIa inh 5, 14-3-3 Bad inh 1, Hck-Nef inh -6, Thrombin inh 0 and Wee1 degr inh -2.
Cc1ccc(S(=O)(=O)NC(=O)c2cccn2C)cc1 was read as Runt-CBFb FRET -3, FXIIa inh 1536 1, Runt-SMMHC FRET -4, FXIa inh -1, 14-3-3 Bad inh 3, Hck-Nef inh 0, hK5 inh 20, Thrombin inh 4 and Wee1 degr inh 0.

Screening data: PubChem BioAssay, several laboratories

An unsorted share of the library. About 4.2% of those tested had a hit in this group.
